TRb-SRC2 inh: TRbeta-SRC2 interaction inhibition; P10828; TRbeta-SRC2 peptide binding, fluorescence polarization; receptor liganded with 1 µM T3; Potency, µM (series often up to 106 µM), without a hit: at the top dose activity change, negative = inhibition, hits mostly inhibitors; 280,000 tested, 0.065% active;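 also: plate controls were bound peptide for no effect and peptide without receptor for full effect; nearly all actives have a fitted effect of over 50% in size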
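Fluorescence polarization of 20 nM Texas Red SRC2 peptide (20-aa NR interaction domain) bound to 0.6 uM human TRb ligand-binding domain, with 1 uM T3, after 5 hr at ambient temperature; inhibition seen as decreased polarization.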
Tau FP inhib: tau fibrillization inhibition (FP); P10636; K18 P301L tau heparin fibrillization, Alexa594 FP, 6 h; AID 1468; Potency, µM (top dose mostly 57.7 µM), without a hit: top-dose activity, negative = inhibition, hits mostly inhibitors; 280,000 tested, 0.39% active; also: nearly all actives have a fitted effect of over 55% in size
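Steps: dispense K18 P301L tau (15 uM plus 0.24 uM Alexa 594 tracer, final) in pH 7 sodium acetate; add compound; add heparin (20 uM final); incubate 6 hr, 37 C; add ThT (30 uM final); after 1 hr ambient, read FP.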
RGS12 GoLoco inh: inhibitors of human Gai1-RGS12 GoLoco interaction (red fluorophore); P63096; Gai1:RGS12 GoLoco peptide FP, rhodamine, 10 min; Potency, µM (highest dose often 61.6 µM), for the others: at the highest dose activity, negative = inhibition, actives largely listed as inhibitors; 230,000 tested, 0.44% active; active = well fitted inhibition curve with a large enough effect, not every such curve was filed as active; inactive = no such curve, though single readings can be large or run the other way; also: nearly all actives have a fitted effect of over 30% in size; many of its hits are not listed in these tables
Target sequence (P63096 whole entry, looked up): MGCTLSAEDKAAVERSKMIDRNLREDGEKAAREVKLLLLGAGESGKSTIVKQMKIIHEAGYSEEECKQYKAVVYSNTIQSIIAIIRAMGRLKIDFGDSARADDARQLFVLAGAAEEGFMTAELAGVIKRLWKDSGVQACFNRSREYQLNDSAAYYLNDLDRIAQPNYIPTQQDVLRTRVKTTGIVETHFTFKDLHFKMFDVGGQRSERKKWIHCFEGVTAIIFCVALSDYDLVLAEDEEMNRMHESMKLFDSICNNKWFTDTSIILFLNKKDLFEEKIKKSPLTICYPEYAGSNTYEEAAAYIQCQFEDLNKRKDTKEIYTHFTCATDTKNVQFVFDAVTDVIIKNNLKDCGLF
L3MBTL1 block: L3MBTL1 (human) inhibition | Q9Y468 | Potency, µM (titrated, usually from 57.1 µM), without a hit: at the highest dose activity, negative = inhibition, most hits filed as inhibitors | AlphaScreen L3MBTL1–H3K9me1 peptide binding | 230,000 tested, 0.66% active; also: nearly all actives have a fitted effect of over 60% in size
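L3MBTL1 50 nM + b-AHA-H3(1-15)K9me1 75 nM, 30 min RT; compound added, 30 min RT; streptavidin donor/Ni-chelate acceptor beads 10 ug/mL each final, 30 min RT dark; AlphaScreen read.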
RECQ1 inh: blocks DNA unwinding by human RECQ1 | AID 2549 | Potency, µM (titrated, usually from 57.3 µM), inactives show at the top dose activity, negative = inhibition, usual class: inhibitors | 240,000 tested, 0.54% active | P46063 | RECQ1 DNA unwinding, red fluorescence kinetic read;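 also: plate controls were vehicle for no effect and no enzyme for full effect; nearly all actives have a fitted effect of over 30% in size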
Target sequence (P46063 whole entry, looked up): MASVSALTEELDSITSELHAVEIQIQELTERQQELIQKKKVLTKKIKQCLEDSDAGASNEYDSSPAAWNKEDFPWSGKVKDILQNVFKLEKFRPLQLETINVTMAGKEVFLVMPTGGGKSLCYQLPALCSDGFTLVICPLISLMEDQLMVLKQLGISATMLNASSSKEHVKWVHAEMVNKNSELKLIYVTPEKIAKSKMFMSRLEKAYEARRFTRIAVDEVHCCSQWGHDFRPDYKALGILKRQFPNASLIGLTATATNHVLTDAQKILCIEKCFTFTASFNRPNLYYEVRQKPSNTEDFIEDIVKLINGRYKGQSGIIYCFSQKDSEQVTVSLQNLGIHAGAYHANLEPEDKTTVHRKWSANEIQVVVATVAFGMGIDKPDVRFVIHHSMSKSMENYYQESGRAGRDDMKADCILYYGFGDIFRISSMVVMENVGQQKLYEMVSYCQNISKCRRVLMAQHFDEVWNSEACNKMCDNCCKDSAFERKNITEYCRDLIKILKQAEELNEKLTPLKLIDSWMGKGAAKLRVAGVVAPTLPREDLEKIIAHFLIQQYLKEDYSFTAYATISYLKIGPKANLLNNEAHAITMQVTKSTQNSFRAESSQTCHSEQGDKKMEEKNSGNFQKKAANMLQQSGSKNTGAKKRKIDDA
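50 nM RECQ1T1 preincubated 15 min with compound in Tris pH 8.0 buffer with MgCl2, DTT, Tween-20 and 2.5 ug/ml poly(dI-dC); started with 200 nM TAMRA/BHQ-2 forked duplex and 2 mM ATP. Unwinding read as fluorescence (525/598 nm), two reads 2 h apart.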
TR SRC2 fluor cs: Texas Red fluorescence interference in TRb-SRC2 counter-screen | TRb/SRC2 Texas Red total fluorescence interference | Potency, µM (highest dose often 106 µM), for the others: at the highest dose fluorescence change, negative = quenching | 280,000 tested, 0.29% active | AID 1479; active = well fitted curve in either direction with a large enough effect; inconclusive = small, poorly fitted or top-dose-only effect
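Flags fluorescent or light-absorbing compounds by total fluorescence, S + 2P, at 555 nm excitation and 632 nm emission. Mixture: 20 nM Texas Red SRC2 peptide, 0.6 uM human TRb LBD, 1 uM T3, 5% DMSO; compound exposure 5 h at ambient temperature.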
KDM4E inh: blocks human JMJD2E demethylase activity. 230,000 tested, 1.6% active. AID 2147. B2RXH2. JMJD2E catalytic domain, FDH-coupled NADH fluorescence (FDH is formaldehyde dehydrogenase). Potency, µM (doses to about 57.1 µM), for the others: top-dose activity change, negative = inhibition, hits mostly inhibitors; active = well fitted inhibition curve with a large enough effect, not every such curve was filed as active; inconclusive = small, poorly fitted or top-dose-only effect, or another doubt; inactive = no such curve, though single readings can be large or run the other way;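 also: 0% = wells with enzyme and -100% = buffer wells without enzyme; nearly all actives have a fitted effect of over 50% in size; many of its hits are not listed in these tables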
Tau fibril ThT: tau fibrillization inhibition (ThT binding); P10636; recombinant tau K18 P301L (four-repeat tau fragment), heparin-induced fibrillization, ThT fluorescence; Potency, µM (highest dose often 57.4 µM), for the others: at the highest dose activity, negative = inhibition, hits mostly inhibitors; 270,000 tested, 2.1% active; AID 1460; also: nearly all actives have a fitted effect of over 55% in size
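Heparin-induced (20 uM) aggregation of recombinant human K18 P301L tau, 15 uM unlabeled with 0.24 uM labeled, pH 7 acetate buffer, 6 hr at 37 C with compound. Fibrils quantified by 30 uM ThT fluorescence after 1 hr ambient incubation.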
Active calls of the source: *; i = inactive; ? = inconclusive; . = not tested or not shown; [ ] = another dose, or the depositor's remark. Unless noted, calls follow the shape of the dose curve; as a rule, active = well fitted curve in the direction sought with a large enough effect; inconclusive = small, poorly fitted or top-dose-only effect, or another doubt; inactive = no such curve, though single readings can be large; an effect the other way counts as inactive or inconclusive. Unless noted, % is scaled to controls: 0 for no effect and ±100 for the full control effect; potency is read from the fitted curve at half-maximal effect.

Order of results: TRb-SRC2 inh | Tau FP inhib | RGS12 GoLoco inh | L3MBTL1 block | RECQ1 inh | TR SRC2 fluor cs | KDM4E inh | Tau fibril ThT
CCOc1ccc(CNC(=O)CCC(=O)N2CC(C)Sc3ccccc32)cc1 (stereo unspecified)
    -2% | 7% | . | . | . | -2% | . | -8%
Nc1nc2c(s1)CCc1c-2cnn1-c1ccccc1
    ? | ? | 19% | 32µM* | ? | ? | ? | ?
CCOc1ccc2ccccc2c1CNCCN1CCOCC1
    -6% | -3% | 6% | 5% | -6% | -2% | -2% | -10%
O=S(=O)(c1ccccc1)c1nc(-c2cccs2)oc1SCc1ccccc1Cl
    10% | ? | . | . | . | 0% | . | -9%
NS(=O)(=O)c1ccc(NC(=O)CSc2ccccc2)cc1
    -6% | -2% | -73% | 28% | -3% | 3% | 4% | 6%
Cn1c(C(=O)Nc2ccccc2)cc2sccc21
    -5% | 2% | 13% | -1% | -1% | 0% | -1% | ?
CCc1ccccc1N(C)C(=O)c1sc2nc3n(c(=O)c2c1C)CCCCC3
    -3% | ? | . | . | . | 6% | . | -11%
Cc1cccc(OCC(=O)Nc2cc(C)ccc2O)c1
    2% | 3% | 10% | . | -2% | -11% | -5% | ?
COCc1cc(C)nc2c1C(=O)NC(c1ccc(F)cc1)N2Cc1ccccc1 (stereo unspecified)
    0% | -13% | . | . | . | -2% | . | -3%
O=C(/C=C/c1ccccc1[N+](=O)[O-])N1CCN(c2ccc(F)cc2)CC1
    7% | 1% | -3% | -20% | i | -3% | -1% | -18%
CCOC(=O)N1CCC(N2C(=O)c3ccccc3C2Nc2ccc(C)cc2)CC1 (stereo unspecified)
    -1% | 1% | 7% | -4% | -5% | -2% | -7% | -18%
CCc1noc(-c2ccc(N(C)Cc3ccc(OC)cc3)c([N+](=O)[O-])c2)n1
    -12% | -7% | . | . | . | 6% | . | 8%
CC(C)(C)C(=O)Nc1ccc(N2CCN(c3ccc(C(F)(F)F)cn3)CC2)nc1
    -5% | -4% | 6% | -3% | -1% | 0% | 20% | ?
Cc1ccc(-c2nnc(SCc3ccccc3)o2)cc1
    -4% | -8% | . | . | . | -4% | . | -10%
O=C(CCS(=O)(=O)c1ccccc1)N(Cc1cccnc1)c1nc2c(Cl)cccc2s1
    -3% | -8% | . | . | . | -1% | . | ?
Cc1cccc(Oc2ncc(-c3ccc(Cl)cc3)cn2)c1C
    1% | 1% | 1% | 47%[activator] | -6% | 2% | 6% | -17%
COc1cccc2c1cc1c(=O)n(CC(=O)N3CCN(c4cccc(C)c4)C(C)C3)nc(C)n12 (stereo unspecified)
    3% | 3% | . | . | . | 5% | . | -5%
Cc1ccc(Sc2ncccc2C(=O)O)c(C)c1
    -5%[53 µM] | 8% | 13% | 1% | -12% | -2%[53 µM] | -2% | 3%
Cc1ccc(Cl)cc1Nc1nc(-c2sc(NC(=O)c3cccc(Cl)c3)nc2C)cs1
    12% | 11% | 8% | -1% | i | -12% | ? | ?
Cc1nc(N2CCN(c3ccccc3)CC2)nc2c1C(=O)CCC2
    -26% | 4% | 14% | . | 9% | 2% | 1% | ?
O=C(O)c1ccc(NC(=S)NC(=O)c2cccc(COc3ccccc3)c2)cc1
    -8% | 12% | 15% | -17% | -5% | -1% | -11% | ?
CC(C)c1noc(-c2ccccc2OCC(=O)Nc2ccccc2[N+](=O)[O-])n1
    5% | 3% | . | . | . | -3% | . | ?
Cc1cccc(C)c1NC(=O)NN1C(C)CCCC1C (stereo unspecified)
    -3% | -1% | -8% | . | i | -1% | 0% | -4%
Cc1cc(C)nc(NC2=NCCN2C(=S)Nc2ccc(C)c(C)c2)n1
    -6% | 11% | -9% | -5% | 14% | 0% | 5% | -12%
COc1cc(C(N)=O)cc(Cl)c1OCc1ccccc1
    2% | -1% | -1% | 7% | -4% | 0% | 11% | -8%
Cc1cccc(C)c1NC(=O)CN(Cc1ccc(Br)cc1)S(=O)(=O)c1ccccc1
    10% | -11% | . | . | . | -4% | . | ?
O=C(C1=NN(c2ccccc2)C2C(=O)N(c3ccc(Cl)cc3)C(=O)C12)c1ccccc1 (stereo unspecified)
    -25% | -15% | 9% | 22% | -19% | 1% | 0% | ?
Cc1cccc(NC(=S)N2CCC(C(N)=O)(N3CCCCC3)CC2)c1C
    5% | -1% | 1% | -28% | -1% | -5% | 1% | -2%
COC(=O)c1scc(S(=O)(=O)C(C)(C)C)c1N
    4% | -5% | -6% | -4% | -11% | -2% | ? | 1%
Oc1ccc(-c2[nH]ncc2-c2nc3ccccc3s2)c(O)c1
    1% | 1% | 0% | -16% | -5% | -2% | ? | -14%
COC(C[C@H]1O[C@H]1[C@H](O)[C@@H](C)OCc1ccccc1)OC
    4% | 2% | 9% | . | 0% | 0% | 7% | 6%
O=C(Nc1ccccc1-c1ccccc1)NC1CCN(C(=O)N2CCOCC2)CC1
    6% | 5% | -18% | -3% | -3% | -2% | 3% | 3%
Cc1cc(N(CC(=O)O)S(C)(=O)=O)ccc1Br
    0% | 8% | 0% | . | -4% | 3% | -3% | 3%
Cc1ccc(NC(=O)C2c3ccccc3Oc3ccccc32)nc1
    -4% | ? | 8% | 8% | i | 2% | 1% | -8%
CCOC(=O)c1ccccc1NS(=O)(=O)c1ccc(C)cc1
    11% | -4% | 5% | . | -9% | 0% | -5% | -23%
Cc1sc2ncnc(NCc3ccccc3)c2c1C
    2% | 3% | 9% | 2% | -5% | -2% | -3% | -18%
CC(C)(C)c1ccc(/C=N/NC(=S)NCc2ccccc2)cc1
    -10% | ? | 13% | -4% | 1% | 0% | 16% | 0%
O=C(c1cccc(F)c1)N1CCN=C1SCc1cccnc1
    1% | -3% | -5% | . | -1% | 0% | -8% | ?
C/C(CC(=O)Nc1ccccn1)=N\NC(=O)c1cccc(C)c1
    1% | 0% | 1% | -17% | -10% | 0% | -1% | -8%
CC1=NN(C(=O)COc2ccc(C)c(C)c2)C(O)(c2ccccc2)C1 (stereo unspecified)
    3% | 1% | 4% | 4% | -1% | -1% | -4% | -11%
CCCCn1c(SCC(=O)Nc2cc(C)on2)nnc1-c1ccco1
    2% | 2% | -3% | . | 10% | -4% | -1% | -7%
CC1CCc2onc(C(=O)N3CCN(c4ccccc4)CC3)c2C1 (stereo unspecified)
    -11% | 2% | . | . | . | 2% | . | ?
CN(C)CCNC(=O)c1ccc2nc(CCc3ccccc3)oc2c1
    -2% | -8% | . | . | . | 2% | . | -11%
COc1ccc(NC(=O)C(=O)NCCN2CCN(C(=O)c3ccco3)CC2)cc1
    -10% | -4% | -3% | -8% | -2% | -1% | -1% | -14%
CN(Cc1nccs1)C(=O)CC1C(=O)NCCN1Cc1ccc(-c2ccccc2)cc1 (stereo unspecified)
    2% | -10% | -20% | -24% | 3% | 0% | ? | ?
CC(C)NC(=O)c1ccc2c3n(nc2c1)-c1ccccc1CO3
    -13% | -9% | 5% | . | i | -5% | ? | -17%
O=C(Nc1ccc2c3c(cccc13)CC2)c1cccc([N+](=O)[O-])c1
    0% | 6% | 4% | -15% | -4% | -3% | 0% | -17%
O=C(CSc1nccn1Cc1ccccc1)Nc1ccc2c(c1)OCCO2
    1% | 7% | . | . | . | -9% | . | 7%
CCCCc1ccc(NS(=O)(=O)c2cccs2)cc1
    6% | 6% | . | 15% | ? | 0% | 9% | -9%
COc1ccc(-c2nc(C)c(CCNC(=O)c3ccco3)s2)cc1
    -2% | -11% | . | . | . | -4% | . | ?
CCC(C)(c1ccc(C=O)s1)c1ccc(C=O)s1
    -2% | 0% | -4% | . | -5% | 5% | -3% | -14%
COc1ccc(CNC(=O)C/C(C)=N/NC(=O)C(c2ccccc2)c2ccccc2)cc1
    -5% | -6% | 5% | -8% | -7% | 1% | 15% | 2%
Cn1c(SCC(=O)N/N=C/c2ccc([N+](=O)[O-])s2)nnc1-c1ccc(Cl)cc1
    4% | 3% | -1% | -19% | -5% | -7% | 0% | ?
CC(C)c1ccc(NC(=O)c2cc(S(=O)(=O)N(C)C3CCCCC3)ccc2F)cc1
    6% | -7% | . | . | . | -2% | . | 9%
COc1ccc(C(C)=O)c2c(O)cccc12
    3% | 6% | . | -2% | 15% | 2% | -10% | ?
O=C(CSCc1ccccc1Cl)NCc1ccc(Cl)c(Cl)c1
    6% | -9% | . | . | . | -2% | . | -9%
Cc1ccc(OCC(=O)Nc2ccc3nn(-c4ccc(Cl)cc4)nc3c2)cc1
    0% | -4% | . | . | . | -14% | . | ?

From PubChem

An excerpt, so the mix of outcomes need not match the whole.
